# Compound activity (PubChem BioAssay)
# TCR-CD3 inh: human TCR-CD3 binding inhibition. TAMRA-labeled TCR probe fluorescence, biochemical. inhibition, % at 9.4 µM. 360,000 tested, 0.37% active; in the data active = inhibition above about 19%;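 also: recombinant mutant TCR 2C K166C tagged with TAMRA read by polarization; 0% = receptor in buffer alone and 100% = receptor with positive control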
# SIAE inh: human SIAE inhibition, primary screen. Q9HAT2. SIAE FP-Rh probe binding, fluorescence polarization. inhibition, % at 9.66 µM. 370,000 tested, 0.69% active;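 active = inhibition above a cutoff: mean of compounds within the control limits plus 3 SD of those, cut at about 17% in these data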;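 also: 0% = plate median of compound wells and 100% = probe without SIAE protein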
# NR1D1 modulator: modulators of human Rev-erb alpha DNA binding. Rev-erbα–FITC-DNA binding, fluorescence polarization, 90 min. activity, % at 10 µM. 370,000 tested, 0.79% active. P20393;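 active = activity above about 14%, limit read from the data; passing the limit was not always enough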;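 also: 0% = DMSO wells with 35 nM protein and 100% = DMSO wells with 750 nM protein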
# LEDGF integ inh: blocks HIV-1 LEDGF/p75-dependent DNA integration; AID 743269; 370,000 tested, 0.64% active; TR-FRET IN-LEDGF/p75 DNA integration, Eu/Cy5; inhibition, % at 3.7 µM;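 active = inhibition above the screen-wide mean plus 3 SD, cut at about 13% in these data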;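 also: signal is the Cy5 over europium emission ratio at 671 and 618 nm; 0% = plate median of compound wells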
# HTRA1 inhibitor: blocks human HTRA1 serine peptidase; recombinant HTRA1, FP-rhodamine activity-based probe, fluorescence polarization; inhibition, % at 5.96 µM; 340,000 tested, 0.5% active; AID 504803; in the data active = inhibition above about 36%;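 also: 0% = enzyme with DMSO and 100% = wells lacking enzyme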
# PRMT1 inh: blocks human protein arginine methyltransferase 1 | Q99873 | recombinant PRMT1, activity-based probe fluorescence polarization | inhibition, % at 2.79 µM | 370,000 tested, 1.3% active;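 active = inhibition above about 21% made by adding two undisclosed values, limit read from the data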
# Target sequence (Q99873 whole entry, looked up): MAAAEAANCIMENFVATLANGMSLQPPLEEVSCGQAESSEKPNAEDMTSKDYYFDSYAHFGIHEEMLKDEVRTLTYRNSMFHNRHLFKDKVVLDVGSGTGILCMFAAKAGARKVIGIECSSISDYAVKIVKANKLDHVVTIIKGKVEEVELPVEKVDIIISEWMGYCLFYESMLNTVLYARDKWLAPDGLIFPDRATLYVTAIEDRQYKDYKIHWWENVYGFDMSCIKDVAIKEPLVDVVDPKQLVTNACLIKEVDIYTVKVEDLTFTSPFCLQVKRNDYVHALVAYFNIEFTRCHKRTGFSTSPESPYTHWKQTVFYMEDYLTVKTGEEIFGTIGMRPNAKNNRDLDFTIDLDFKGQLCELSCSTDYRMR
# TDP2 inh: blocks human TDP2 phosphodiesterase activity. O95551. recombinant TDP2, T5PNP hydrolysis, p-nitrophenol absorbance 415 nm. inhibition, % at 12.8 µM. 370,000 tested, 0.34% active. AID 720702;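 active = inhibition above the mean of all tested compounds plus 3 SD, set per campaign, cut at about 25% in these data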;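 also: 0% = DMSO with enzyme and 100% = buffer with substrate but no TDP2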
# Target sequence (O95551 whole entry, looked up): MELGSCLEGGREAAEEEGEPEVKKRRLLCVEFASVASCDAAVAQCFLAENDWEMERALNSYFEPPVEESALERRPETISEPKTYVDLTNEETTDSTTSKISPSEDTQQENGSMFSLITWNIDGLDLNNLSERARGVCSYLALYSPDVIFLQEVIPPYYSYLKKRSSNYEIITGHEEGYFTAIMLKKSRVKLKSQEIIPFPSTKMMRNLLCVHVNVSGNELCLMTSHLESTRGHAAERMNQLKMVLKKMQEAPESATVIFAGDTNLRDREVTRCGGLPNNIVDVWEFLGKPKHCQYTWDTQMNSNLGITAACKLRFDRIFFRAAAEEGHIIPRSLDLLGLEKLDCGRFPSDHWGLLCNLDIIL
#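 Evaluation: % inhibition relative to enzyme-containing and enzyme-free wells. Material: recombinant human TDP2. Benchmarks: enzyme-free and DMSO wells. Timing: enzyme reaction with compound for 2 h at 37 °C. Compound dosing: 12.8 µM only. Measured by: p-Nitrophenol epi absorbance. Reagent: T5PNP substrate at 5 mM, a TopII-DNA adduct mimic. Replication: single well per compound.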
# mABHD4 FP: ABHD4 (mouse) inhibition, primary FP screen. Q8VD66. purified mABHD4, FP-Rh probe fluorescence polarization. inhibition, % at 8.92 µM. 370,000 tested, 0.54% active. AID 720543;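 active = inhibition exceeding the mean over every tested compound plus 3 SD, cut at about 30% in these data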;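 also: 0% = plate median of compound wells and 100% = S159A mutant with DMSO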
# Target sequence (Q8VD66 whole entry, looked up): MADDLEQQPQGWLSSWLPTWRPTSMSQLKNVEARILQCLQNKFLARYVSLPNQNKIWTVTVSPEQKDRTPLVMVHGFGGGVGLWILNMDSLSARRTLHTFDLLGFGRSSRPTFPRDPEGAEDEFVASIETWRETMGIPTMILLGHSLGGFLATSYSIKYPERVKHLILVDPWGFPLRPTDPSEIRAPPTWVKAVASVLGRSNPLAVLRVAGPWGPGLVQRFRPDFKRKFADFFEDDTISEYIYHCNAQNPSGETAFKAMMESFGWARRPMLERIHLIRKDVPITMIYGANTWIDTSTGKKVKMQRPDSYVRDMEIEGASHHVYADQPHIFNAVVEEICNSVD
#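 Assay system: mouse ABHD4 enzyme, wild type / Also added: fluorescent activity-based probe FP-Rh / Doses: single nominal dose of 8.92 µM, 0.89% DMSO final / Timing: 45 min compound pre-incubation plus 60 min probe step, 25 °C / Signal: FP readout, ex 525 nm / em 598 nm / Control set: S159A mutant/DMSO as 100%, compound-well median as 0%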
# PG9 Ab binder: binds the HIV-1 gp120 antibody PG9; 360,000 tested, 0.43% active; inhibition, % at 6.7 µM; TR-FRET gp120-PG9 antibody binding; in the data active = inhibition above about 8.5%
# rCAG RNA binder: molecules binding r(CAG) RNA repeats; r(CAG) RNA repeat, TO-PRO-1 dye displacement fluorescence; inhibition, % at 3 µM; 370,000 tested, 1.3% active; AID 651821;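 active = inhibition above the plate cutoff, the mean of all test compounds on that plate plus 3 SD, cut at about 35% in these data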;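 also: 0% = DMSO alone and 100% = 100 µM mitoxantrone as full dye displacement; higher means more dye released from RNA so lower well fluorescence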
# Numbers without * were called inactive; nt = not tested or not shown; & = joins results of further samples. This is a subset; the hit share may differ from the screen's.
SMILES,TCR-CD3 inh,SIAE inh,NR1D1 modulator,LEDGF integ inh,HTRA1 inhibitor,PRMT1 inh,TDP2 inh,mABHD4 FP,PG9 Ab binder,rCAG RNA binder
O=C(COC(=O)c1ccccc1NCCO)NCc1cccs1,-3.2,0.6,-2.0,-0.3,-3.9,-0.6,-4.2,5.5,-0.5,1.3
O=C(O)CCC(=O)Nc1ccc2c(c1)Cc1cc(NC(=O)CCC(=O)O)ccc1-2,-4.6,-8.8,-2.9,-1.6,6.7,1.7,-3.9,6.3,-3.4,3.2
CCn1c(=O)c(C(=O)NCc2ccc(OC)cc2)c(O)c2ccccc21,1.1,2.7,7.0,0.8,-2.7,-1.2,4.1,0.0,1.0,3.1
CCOc1cccc(C=Nc2cc(C)cc(C)c2O)c1O,3.6,7.1,2.3,-1.5,31.6,10.7,-5.0,11.8,-7.2,9.2
COc1ccccc1-c1n[nH]nc1C1=CC(=O)C[C@H](c2ccc(F)cc2)C1,1.3,2.2,-5.2,-3.3,-12.5,-3.6,-0.7,-7.0,-0.5,12.5
CC(C)C1Nc2ccc(S(N)(=O)=O)cc2C2C=CCC21 (stereo not given),0.0,9.2,4.3,0.0,12.8,8.4,-4.6,12.3,1.8,27.9
CCCCCC(=O)N1C[C@@H](O)[C@H](n2cc(C3CC3)nn2)C[C@@H]1c1ccc(C)cc1,-10.9,3.5,-7.0,-4.6,-0.6,6.7,-7.8,6.5,-0.3,-1.8
O=C(COc1ncnc2cc([N+](=O)[O-])ccc12)NCCc1ccc(Cl)cc1,-1.1,-2.4,2.3,6.7,-9.5,-3.9,1.4,3.6,0.0,3.7
O=C(CCc1nc(-c2ccccc2)c(-c2ccccc2)o1)OCc1ccc(Br)cc1,-6.6,6.0,5.5,-0.8,-21.9,-0.8,-0.6,-1.0,-0.5,6.3
COC(=O)c1scc(C)c1NC(=O)Nc1ccccc1,0.4,0.5,-5.7,-0.2,8.3,2.9,3.4,-2.9,-1.8,-1.6
CC(CCc1ccccc1)NC(=O)c1ccco1 (stereo not given),5.4,-3.3,1.7,-0.5,-3.2,-2.1,-5.2,-2.3,0.1,-0.2
CCCCOc1ccc(C(C)NC(=O)CCS(=O)(=O)Cc2ccccc2F)cc1 (stereo not given),1.7,-2.2,-3.8,-1.2,0.0,1.0,-1.6,2.2,-0.9,1.7
COC(=O)c1cc2c(s1)CS(=O)C2 (stereo not given),5.7,0.1,-0.7,3.8,4.7,-1.0,-2.9,1.1,0.8,0.7
O=C(CN1C(=O)/C(=C\c2ccco2)SC1=S)Nc1ccc(O)cc1C(=O)O,-4.1,8.7,-15.2,62.5*,-4.5,43.4*,24.4,-21.2,-0.6,88.4*
S=C1NC[C@H](c2ccccc2)N1CC1CCCCC1,-0.6,0.8,1.0,1.6,1.3,-1.8,-5.4,-0.1,-2.1,-1.2
CCOc1ccc(C2c3[nH]c4ccccc4c3CCN2C(=O)Cn2cncn2)cc1 (stereo not given),-0.1,10.5,-1.2,2.3,-2.2,-0.2,0.1,-9.4,-1.5,-4.3
CN(C)S(=O)(=O)c1ccc(C(=O)N2CC(=O)Nc3ccc(F)cc3C2c2ccc(F)cc2)cc1 (stereo not given),1.6,8.2,5.6,2.2,10.7,-7.0,7.6,5.7,1.4,-2.0
N#Cc1cccc(NC(=O)c2cncn2-c2ccccc2)c1,3.8,-2.2,0.1,-0.3,-3.2,0.2,13.9,7.7,-0.8,3.0
CCOC(=O)c1c(C)[nH]c(C(=O)OCC(=O)c2ccc3c(c2)NC(=O)CO3)c1C,-1.6,11.4,3.2,1.5,-3.9,-0.9,8.3,4.7,-1.1,11.1
O=C(Nn1c(=O)[nH]c2ccccc2c1=O)c1ccco1,-5.7,-1.6,-0.4,0.7,5.6,1.5,4.4,1.8,2.3,8.0
COc1ccc(-c2coc3c(C(=O)NC4CCCCC4)cccc23)c(C)c1,2.9,-2.5,-2.1,-2.8,nt,-1.3,-11.7,-4.8,0.2,4.0
COCC1CCN(C(=O)CCc2nnc(C3(c4ccc(Cl)cc4)CCC3)o2)C1 (stereo not given),1.3,-3.1,2.5,-0.7,-2.2,-3.0,-7.3,-7.8,-2.8,-7.7
CCCCS(=O)(=O)N1C2=NC(C(=O)OCC)=C(C(=O)OCC)C3N(Cc4ccc(Br)cc4)c4ccccc4[C@]23C[C@H]1C(=O)OC (stereo not given in full),-7.9,-5.2,4.3,-1.6,nt,-0.5,-3.5,5.0,-1.2,12.7
CCOC(=O)C1=C(C)c2ccccc2OC1(C)C(=O)OCC (stereo not given),-3.8,6.9,-4.2,-5.5,4.4,-2.3,3.4,6.6,0.7,0.3
Cc1ccc(Nc2nc3nonc3nc2N(C)C)cc1,7.0,-3.9,2.0,6.5,-10.1,0.0,12.7,-3.8,0.3,-1.1
CCOC(=O)N1CCN(C(=O)CN(C2CCCCC2)S(C)(=O)=O)CC1,-3.7,0.3,-2.5,3.0,8.1,-0.2,-15.4,7.6,1.3,-3.3
CC(C)(C)C(=O)NC1CCN(C(=O)N2CCCC2)CC1,-4.0,1.6,-1.4,-3.6,-0.9,0.0,1.2,0.7,-0.3,-3.4
CCOc1ccccc1N1CC(C(=O)N(CC)CC(=O)Nc2ccc3c(c2)OCCO3)CC1=O (stereo not given),4.6,2.4,-3.9,3.9,1.0,-0.9,-2.4,-4.7,0.2,-5.9
OCC1CCCCN1C(=S)Nc1cccc(Cl)c1 (stereo not given),-7.3,0.3,-0.2,-1.5,7.7,0.3,8.7,8.0,-0.1,-2.6
CCOc1ccc(-n2c(SCC(=O)Nc3cc4oc5ccccc5c4cc3OC)nnc2-c2cccc(Cl)c2)cc1,nt,4.3,1.4,4.4,nt,-10.9,-3.7,0.2,nt,7.1
Cc1ccnc(OC(C(=O)O)C(OCc2ccccc2)(c2ccccc2)c2ccc(C(F)(F)F)cc2)n1 (stereo not given),-10.6,-8.3,-7.1,10.6,-9.2,-2.7,-25.7,16.2,0.3,49.8*
O=C(CCn1nc(-c2ccc(Cl)cc2)ccc1=O)N1CCN(c2ccc(F)cc2)CC1,0.2,-5.8,-1.2,4.3,3.1,-1.3,-8.1,-1.1,-1.9,-5.7
Cc1cccc(-n2c(Cn3nc(C)c([N+](=O)[O-])c3C)n[nH]c2=S)c1,9.2,0.1,2.0,-2.4,3.5,-4.2,1.6,-6.2,1.9,2.4
Cn1c(=O)c2c(ncn2CC(=O)OCC(=O)c2ccc(OC(F)F)cc2OC(F)F)n(C)c1=O,-2.2,5.8,3.5,-0.7,0.2,3.8,3.5,8.1,-1.0,-0.6
O=C(CC(CC(=O)c1ccccc1)C(=O)O)c1ccccc1,9.6,6.3,-4.1,4.4,7.5,-2.4,17.1,3.0,1.2,2.3
Cc1cc(NC(=O)Cn2c(C)nc3ccccc3c2=O)ccc1Br,0.3,-35.8,2.1,-2.0,-19.3,-0.6,-0.8,-38.3,1.8,17.6
COC(=O)c1ccc(/C=C/C(=O)OCC(=O)Nc2cc(C)on2)cc1,5.9,0.3,-1.9,2.5,2.0,0.5,1.3,2.1,-1.0,0.6
CCOC(=O)c1cn(CC2CC2)c2cc(F)c(F)cc2c1=O,-2.9,-4.9,1.0,-2.7,5.0,3.3,10.3,-0.3,1.1,-4.9
Cc1csc(NC(=O)c2ccco2)c1C(=O)c1ccccc1,3.2,4.3,7.6,3.3,-1.8,-1.7,8.8,-0.6,-3.2,0.4
Cc1cc(N2CCN(C(c3ccccc3)c3ccc(Cl)cc3)CC2)n2ncnc2n1 (stereo not given),-5.7,-0.9,1.2,-1.4,-28.6,-0.6,-7.9,2.4,1.5,4.3
CCc1nnc(NC(=O)c2cc(-c3ccc(C)o3)nc3ccccc23)s1,-0.9,-6.6,-5.8,4.4,-4.2,17.1,8.6,7.9,1.6,15.7
CC(C)CC(=O)Nc1ccccc1-c1nnn(CC(=O)N2CCc3ccccc3C2)n1,5.0,1.4,-3.3,0.2,-5.9,0.2,9.9,-4.8,-1.4,1.9
COc1ccc2c(c1)c(CC(=O)OCC(N)=O)c(C)n2C(=O)c1ccc(Cl)cc1,-0.2,-15.3,3.0,2.0,4.3,2.8,15.5,-8.8,-0.5,1.6
CN(C)CCNc1oc(COc2ccc(Cl)cc2)nc1C#N,1.0,3.9,0.7,-0.1,0.9,8.2,8.2,-4.0,-0.6,-9.7
O=C(Oc1ccc([N+](=O)[O-])cc1)c1cccnc1,-2.9,-1.6,-2.6,-0.6,0.0,0.8,2.5,-3.9,-1.2,0.2
Cc1cccc(NC(=S)N2N=CCC2c2ccccc2)c1 (stereo not given),-4.2,4.8,1.3,-0.1,-14.4,0.1,-4.4,-4.0,3.0,-3.3
COc1ccccc1/C=C/C=N/NC(=O)CN1CCN(S(=O)(=O)c2ccc(C)cc2)CC1,5.0,-0.6,8.5,-0.3,-13.6,-1.8,3.9,4.4,-0.7,3.2
O=C(NCc1cccnc1)c1ccc(=O)oc1,-1.6,-5.1,1.4,-0.3,7.2,4.3,1.3,-9.8,0.7,2.3
COC(=O)C[C@H]1C[C@H]2c3cc(NC(=O)NC4CCCC4)ccc3O[C@H]2[C@@H](CO)O1,0.8,7.5,-4.4,0.6,0.9,-3.4,6.2,1.7,-1.1,-0.1
CC(C)N1CCN(Cc2ccc(OCc3ccccc3)cc2)CC1CCO (stereo not given),3.3,7.4,1.3,5.7,0.8,-0.5,7.9,3.7,0.3,0.9

# In another format: entries from further up
mol	TCR-CD3 inh	SIAE inh	NR1D1 modulator	LEDGF integ inh	HTRA1 inhibitor	PRMT1 inh	TDP2 inh	mABHD4 FP	PG9 Ab binder	rCAG RNA binder
COc1ccc2c(c1)c(CC(=O)OCC(N)=O)c(C)n2C(=O)c1ccc(Cl)cc1	-0.2	-15.3	3.0	2.0	4.3	2.8	15.5	-8.8	-0.5	1.6
CN(C)CCNc1oc(COc2ccc(Cl)cc2)nc1C#N	1.0	3.9	0.7	-0.1	0.9	8.2	8.2	-4.0	-0.6	-9.7
O=C(Oc1ccc([N+](=O)[O-])cc1)c1cccnc1	-2.9	-1.6	-2.6	-0.6	0.0	0.8	2.5	-3.9	-1.2	0.2

# (further entries)
SMILES,TCR-CD3 inh,SIAE inh,NR1D1 modulator,LEDGF integ inh,HTRA1 inhibitor,PRMT1 inh,TDP2 inh,mABHD4 FP,PG9 Ab binder,rCAG RNA binder
O=c1ccc(Oc2nc(N3CCOCC3)nc(N3CCOCC3)n2)n[nH]1,-4.7,4.3,6.7,-1.0,-3.4,0.4,11.5,8.6,0.4,-1.4
CC(/C=N\NC(=O)CN1CCN(Cc2ccccc2)CC1)=C\c1ccco1,3.9,-2.0,5.3,-3.3,4.6,-1.1,-3.7,-0.7,-1.3,-4.4
OC(c1cc(C(F)(F)F)nc2c(C(F)(F)F)cccc12)C1CCCCN1 (stereo not given),2.6,-4.9,-2.8&-4.5,4.7,12.3,-5.2,3.4,18.4,-0.2,19.2
O=C(OCc1nnc(-c2ccccc2)o1)c1ccc2c(c1)C(=O)N(CCc1ccccc1)C2=O,5.8,1.6,4.9,-1.2,-0.4,-0.9,3.1,-0.5,-0.8,1.5
